Screening results as filed in PubChem.
mHtt clearance: mutant huntingtin protein clearance; HeLa Exon1htt(103Q)mCFP, aggregate imaging; zero = plate's median compound well; actives 0.42% (n = 47,000); AID 853; inhibition, % at 1.5 µM;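 active = inhibition of aggregate fluorescence above about 70%, also judged a hit by eye on the cell image, limit read from the data, passing the limit was not always enough; inconclusive = no rule stated for this call; inactive = not judged a hit on image review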;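 also: cells exposed to compound for three days before fixation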
mHtt clearance grain fraction: further read-out of mHtt clearance, marked with its call; fraction fluorescence in grains; measured here: aggregate grain fluorescence fraction; hits give low values;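 scaled fraction of total cell fluorescence in grains with unit not stated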
An asterisk follows results filed as active; u = inconclusive; x = not tested or not shown.

Results follow in this order: mHtt clearance	mHtt clearance grain fraction
> Cc1ccc2c(c1)[nH]c1c(=O)n(CCN3CCNCC3)cnc12
    -50	60
> O=C1c2ccccc2NC(c2ccco2)N1O (stereo unspecified)
    -9	22
> CCOC(=O)C1=C(C)N(C)C(C)=C(C(=O)OCC)C1c1ccc(C(=O)OC)cc1
    -53	36
> Cc1cccc2c(=O)n3c(nc12)CCCCC3
    11	18
> Cn1c(SCC(=O)N2CCN(c3cccc(Cl)c3)CC2)nnc1-c1ccncc1
    -4	39
> CCOC(=O)c1c(C)oc2cc(Br)c(OC(C)C(=O)OCC)cc12 (stereo unspecified)
    -7	19
> COc1ccc(C(C)=O)c(Oc2nc(CN3CCOCC3)nc3scc(-c4cccs4)c23)c1
    -50	54
> CCOc1cc(C2c3c(n[nH]c3C)C(=O)N2c2ccc(C)cc2)ccc1O (stereo unspecified)
    18	16
> N#Cc1ccc(N=c2ssnc2Cl)cc1
    -22	46
> O=C(O)c1ccc(S(=O)(=O)NC2CCCc3ccccc32)cc1 (stereo unspecified)
    34	13

Further records.
Results follow in this order: mHtt clearance	mHtt clearance grain fraction
> CCc1nnc(NC(=O)c2ccc(COc3ccccc3)o2)s1
    26	13
> CCOC(=O)N1CCN(C(=O)CNS(=O)(=O)c2cccs2)CC1
    12	33
> CC1=CC(C)(C)N(C(=O)c2ccc(F)cc2)c2cc3c(cc21)OCO3
    12	31
> CC(C)C(=O)c1cc2c(cc1NC(=O)c1cccs1)OCCO2
    4	36
> COc1cccc(OC)c1C(=O)Nc1ccc2c(c1)OCCO2
    -22	45
> Cn1nnc2cc(C(=O)N3CCC(c4ccccc4)C3)ccc21 (stereo unspecified)
    3	17
> O=C(CN(C(=O)c1ccc2c(c1)OCCO2)c1ccccc1)NCC1CCCO1 (stereo unspecified)
    -14	25
> Cc1nc(CCNC(=O)c2ccccc2)cs1
    8	43
> COc1ccc(-c2ccnc(SCC(=O)N3CCOCC3)n2)cc1
    -1	19
> Cc1ccc(Cn2ncc3c(N4CCOCC4)ncnc32)cc1
    -1	35

(more compounds)
Results follow in this order: mHtt clearance	mHtt clearance grain fraction
> CCn1c(SCC(=O)Nc2ccc(S(=O)(=O)Nc3ccccn3)cc2)nnc1-c1ccncc1
    36	12
> Nc1nncn1C(=O)c1cc(Br)ccc1Cl
    3	16
> COCCNC(=O)C(C)N1c2cccc3cccc(c23)S1(=O)=O (stereo unspecified)
    -46	26
> O=C(Cn1c(-c2ccco2)nc2ccccc21)N1CCCCC1
    -69	35
> CC(C)(C)c1ccc(S(=O)(=O)O/N=C2/CCCCC2c2ccc([N+](=O)[O-])cc2[N+](=O)[O-])cc1 (stereo unspecified)
    -18	23
> Cc1nc(Nc2nc(-c3ccccc3)cc(=O)[nH]2)nc2ccccc12
    -47	27
> Cc1noc(C)c1C(=O)Nc1sc(C)c(-c2ccccc2)c1C#N
    -26	27
> CSCC[C@H](NC(=O)NCCC1=CCCCC1)C(=O)O
    14	29
> Cc1ccccc1C(=O)Nc1ccc2nc3n(c(=O)c2c1)CCC3
    -27	57
> COc1ccc(-c2nc3cc(NC(=O)c4ccc5c(c4)OCO5)ccc3o2)cc1
    -6	22

More results.
Results follow in this order: mHtt clearance	mHtt clearance grain fraction
> O=C1CC(N2CCN(c3ccc(Cl)c(Cl)c3)CC2)C(=O)N1 (stereo unspecified)
    -40	27
> NC(=O)N1c2ccccc2CC(=O)c2ccccc21
    8	16
> COCCN(CCOC)C(=O)c1c[nH]c2ccc(S(=O)(=O)N(C)c3ccc(F)cc3)cc2c1=O
    11	17
> CSc1nc2ccc(NS(=O)(=O)c3ccc(Cl)s3)cc2s1
    -12	40
> CCOc1ccc(NC(=O)c2ccc3snnc3c2)cc1
    44	9.9
> CNC(=O)NCC12CC3CC(CC(C3)C1)C2
    -31	39
> CC(=O)Nc1ccc(S(=O)(=O)Nc2nc3ccccc3nc2N2CCCC2)cc1
    u	x
> COc1ccc(C(=O)N2CCN(S(=O)(=O)N3CCOCC3)CC2)cc1OC
    -16	21
> CCOC(=O)Cn1c(=NC(=O)CSC(C)=O)sc2cc(F)ccc21
    -22	44
> CC1Cc2ccccc2N1C(=O)Cn1nnc(-c2ccccc2NC(=O)C2CCC2)n1 (stereo unspecified)
    -15	22

More structures.
Results follow in this order: mHtt clearance	mHtt clearance grain fraction
> COc1ccc(C(=O)N2CCN=C2SCc2cccnc2)cc1OC
    -90	78
> CCCCn1nnnc1NCc1ccc(OC)c(OC)c1OC
    39	12
> CCOC(=O)CNC(=O)CSc1ncnc2c1cnn2-c1ccc(Cl)cc1
    -60	33
> Cc1nnc(NC(=O)c2ccc(C)c(S(=O)(=O)N3CCCCCC3)c2)s1
    -119	43
> CC(C(=O)N(C)C)N(C#N)c1nc(N(C)C)nc(N(C)C)n1 (stereo unspecified)
    42	20
> Cc1cc(C)c2[nH]c(=O)c(C(c3nnnn3Cc3ccc4c(c3)OCO4)N3CCC(C)CC3)cc2c1 (stereo unspecified)
    47	10
> N#Cc1nc(-c2ccc(Cl)cc2)oc1NCCc1ccccn1
    -115	38
> Cc1[nH]c2ccccc2c1NC(=O)CN1CCN(Cc2ccc3c(c2)OCO3)CC1
    21	17
> CCOC(=O)C1CCCN(S(=O)(=O)c2cccc3cccnc23)C1 (stereo unspecified)
    -4	18
> Cc1nn(CC#N)c(=O)n1-c1cccc(F)c1
    26	15

5 entries picked at random from those above, as already listed:
Results follow in this order: mHtt clearance	mHtt clearance grain fraction
> Cc1cc(C)c2[nH]c(=O)c(C(c3nnnn3Cc3ccc4c(c3)OCO4)N3CCC(C)CC3)cc2c1 (stereo unspecified)
    47	10
> CCCCn1nnnc1NCc1ccc(OC)c(OC)c1OC
    39	12
> COc1ccc(C(=O)N2CCN=C2SCc2cccnc2)cc1OC
    -90	78
> N#Cc1nc(-c2ccc(Cl)cc2)oc1NCCc1ccccn1
    -115	38
> CCOC(=O)CNC(=O)CSc1ncnc2c1cnn2-c1ccc(Cl)cc1
    -60	33

Additional entries
Results follow in this order: mHtt clearance	mHtt clearance grain fraction
> Cc1cccc2c(Cl)cc(=O)[nH]c12
    -33	24
> O=C(c1cccs1)N(CCO)Cc1cc2cc3c(cc2[nH]c1=O)OCCO3
    23	26
> Cc1nc(NC(=O)CCC(=O)O)sc1C(=O)N(C)C
    -23	42
> CCn1c(CCNC(=O)c2cccs2)nnc1SCC(=O)Nc1cccc(Cl)c1
    -18	23
> CC(=O)NCC(=O)NC(Cc1ccccc1)C(N)=O (stereo unspecified)
    -83	33
> CCc1ccc(/C=c2\s/c(=C\C(=O)C(C)(C)C)[nH]c2=O)cc1
    7	35
> C=CCNC(=O)C1CCCN(S(C)(=O)=O)C1 (stereo unspecified)
    -45	31
> CCCCn1c(CN2CCN(CCO)CC2)nc2ccccc21
    -24	22
> O=C1N=C(N2CCC(Cc3ccccc3)CC2)S/C1=C/c1cn[nH]c1-c1ccccc1
    -21	47
> CCOc1ccccc1CN1CCC(O)CC1
    -59	31

Next section:
compound | mHtt clearance | mHtt clearance grain fraction
CCOC(=O)C(C(=O)OCC)c1cc(Br)c2noc3c2c1C(=O)c1ccccc1-3 | -57 | 63
CCC(C)Nc1nc(OC)nc(N(C)C#N)n1 (stereo unspecified) | 4 | 33
COc1cccc(-n2c(SCC(=O)NCc3ccco3)nnc2-c2c[nH]c3ccccc23)c1 | -34 | 65
O=C(O)CSc1ccc2ccccc2n1 | 62 | 18
COC(=O)[C@@H]1C2CCC(C(=O)Nc3ccccc3)(CC2)[C@@H]1C(=O)OC | 21 | 16
O=C(CCCNS(=O)(=O)c1cccc2nsnc12)NCc1ccc(F)cc1 | 11 | 32
CN(C)S(=O)(=O)c1ccc(C(=O)Nc2ccc(CCC(=O)N3CCCC3)cc2)cc1 | -26 | 22
COC(=O)c1[nH]c2ccc(Cl)cc2c1NC(=O)CCN1CCN(C2CCCCC2)CC1 | 10 | 31

Carrying on.
compound | mHtt clearance | mHtt clearance grain fraction
CCCCOc1ccc(C(=O)O)cc1 | -12 | 23
COC(=O)c1ccc(Cl)c(NS(=O)(=O)c2ccc3c(c2)OCCO3)c1 | 39 | 12
N/C(Cc1ccc(Cl)cc1)=N\OC(=O)c1cccc2ccccc12 | 2 | 41
Cc1occc1C(=O)Nc1ccccc1C(=O)O | 18 | 17
CCC(CC)C(=O)Nc1cccc(C(=O)N2CCCC2)c1 | 23 | 16
CCCc1nn(-c2cc(Cl)ccc2OC)c2c1C(=O)CC(C)(C)C2 | 45 | 25
Cc1cnn(C(=S)NCc2ccc(Cl)cc2)c1 | 11 | 16
Cc1ccc(SCc2ccc(C(=O)Nc3cccc([N+](=O)[O-])c3)cc2)cc1 | -23 | 36

(list continues)
compound | mHtt clearance | mHtt clearance grain fraction
Cc1ccc(-c2nnc(SCC(=O)N3CCCC3)o2)cc1 | -21 | 27
CCCC(=O)NC(Nc1ccc(S(=O)(=O)Nc2cc(C)on2)cc1)(C(=O)OCC)C(F)(F)F (stereo unspecified) | 15 | 29
Cc1cc(C(=O)NCC2CCCO2)n(-c2ccccc2)n1 (stereo unspecified) | 15 | 42
O=C(CCS(=O)(=O)c1ccccc1)Nc1nc2c(s1)COc1ccccc1-2 | -258 | 120
O=C(NCCc1c[nH]c2ccccc12)Nc1ccccc1 | 26 | 29
O=c1[nH]nc(CSCc2ccccc2Cl)[nH]1 | -5 | 20
c1ccc(-c2nnc(CN3CCC4(CC3)OCCO4)o2)cc1 | -6 | 21
CCOc1ccc2nc(NCCCNS(=O)(=O)c3ccccc3)c(C#N)cc2c1 | 6 | 19

New compounds follow
compound | mHtt clearance | mHtt clearance grain fraction
O=C(Nc1nccs1)c1ccc(CSc2nnnn2-c2ccccc2)cc1 | 8 | 16
O=c1oc2ccccc2cc1NCc1ccccc1O | -19 | 37
O=C(N/N=C/c1ccco1)c1ccc(Br)o1 | -42 | 48
Cc1cccc(-c2nc(CN3CCCC(C(=O)NC4CCCCC4)C3)c(C)o2)c1 (stereo unspecified) | -26 | 47
Cc1cccc(Nc2nc(N)nc(CSc3nccn3C)n2)c1 | 7 | 37
Cc1ccc(CNC(=O)C2CCCN(S(=O)(=O)c3cnc[nH]3)C2)cc1 (stereo unspecified) | -108 | 64
CCCCCCC(=O)Nc1cc2c(C)cc(=O)oc2cc1C | -38 | 55
CC1=NC(C(F)(F)F)(C(F)(F)F)C(C#N)=C(C)N1 | 1 | 16

Single records, from the list above. Values in the order: mHtt clearance | mHtt clearance grain fraction
`Cc1cccc(Nc2nc(N)nc(CSc3nccn3C)n2)c1` is listed as 7 | 37
`O=C(Nc1nccs1)c1ccc(CSc2nnnn2-c2ccccc2)cc1` is listed as 8 | 16

Further structures
compound | mHtt clearance | mHtt clearance grain fraction
CCOC(=O)C(C)Oc1ccc(=O)n(-c2ccccc2)n1 (stereo unspecified) | -15 | 21
COc1ccc(CCNC(=O)CCn2cccc2)cc1OC | 32 | 26
CN(C)C(=O)NC(Nc1ccc(Cl)cc1Cl)C(Cl)(Cl)Cl (stereo unspecified) | -12 | 43
COc1ccc(OC)c(Nc2ncnc3c2cnn3-c2cccc(C)c2)c1 | 40 | 12
COc1ccc(S(=O)(=O)Nc2ccccc2C(=O)NCc2ccco2)cc1 | -6 | 45
COc1ccc2[nH]c(C(=O)O)c(NS(=O)(=O)c3ccc(Cl)s3)c2c1 | -31 | 55
CC(C)OC(=O)C1C2C=CC3(CN(CC4CCCO4)C(=O)C13)O2 (stereo unspecified) | 12 | 16
Cc1onc(-c2ccccc2)c1C(=O)Nc1ccc(S(=O)(=O)N2CCCCC2)cc1 | -6 | 33

(more compounds)
compound | mHtt clearance | mHtt clearance grain fraction
COc1ccc(-n2c3c(cc(C(=O)NC4CCSC4=O)c2=O)C(=O)CC(C)(C)C3)cc1 (stereo unspecified) | -5 | 19
O=C(CN(c1ccccc1F)S(=O)(=O)c1ccccc1)NC1CCCCCC1 | -2 | 24
Cn1c(NC(=O)c2ccc3c(c2)OCO3)cc(=O)n(C)c1=O | 28 | 24
Cc1ccc(Cc2cnc(NC(=O)C3CCCO3)s2)cc1 (stereo unspecified) | -39 | 55
COc1ccc(NC(=S)Nc2ccc(F)cc2)c(OC)c1 | -36 | 52
O=C(CSc1nnc(-c2cccnc2)n1Cc1ccco1)c1ccc(Br)cc1 | 0 | 20
CC(C(=O)Nc1ccc2nccnc2c1)N1C(=O)C2C3C=CC(C3)C2C1=O (stereo unspecified) | 26 | 26
Cn1c(=N)c(S(=O)(=O)c2ccc(Cl)cc2)cc2c(=O)n3ccccc3nc21 | -62 | 32

Remaining list, next part.
compound | mHtt clearance | mHtt clearance grain fraction
O=C(CSc1nc(Nc2ccccc2)nc(N2CCOCC2)n1)N1CCc2ccccc21 | 6 | 18
COc1ccc(S(=O)(=O)Nc2cccc(Cl)c2)cc1OC | 5 | 35
CCOc1ccc2[nH]c(=O)c(CN(CCO)C(=O)c3ccc(Br)cc3)cc2c1 | 6 | 32
CCC(=O)Oc1c(-c2ccccc2)c2nc3ccccc3nc2c2ccccc12 | -75 | 34
O=c1c(O)c(-c2cccs2)oc2ccc(Cl)cc12 | -176 | 44
CN(CC(=O)NCc1ccc(Cl)cc1)S(=O)(=O)c1cccc2nsnc12 | 18 | 31
CCCCn1c(=O)n(CC(=O)Nc2c(CC)cccc2CC)c(=O)c2c1nc(CO)n2CCC | 40 | 26
COC(=O)CSC1=C(C#N)C(c2ccc(F)cc2)CC(=O)N1 (stereo unspecified) | 62 | 14

Filtered by structure: the entries above with a tert-butyl group (two)
compound | mHtt clearance | mHtt clearance grain fraction
CC(C)(C)c1ccc(S(=O)(=O)O/N=C2/CCCCC2c2ccc([N+](=O)[O-])cc2[N+](=O)[O-])cc1 (stereo unspecified) | -18 | 23
CCc1ccc(/C=c2\s/c(=C\C(=O)C(C)(C)C)[nH]c2=O)cc1 | 7 | 35

More records follow:
compound | mHtt clearance | mHtt clearance grain fraction
COc1ccc(C(F)(F)F)cc1N/C=C\c1nnnn1-c1ccccc1 | 1 | 37
O=C(CCN1CCCCC1)NCC1OCCc2ccccc21 (stereo unspecified) | -15 | 24
Cc1ccc(/C=C/C(=O)NC(=S)Nc2ccccc2C(=O)NC2CCCCC2)cc1 | 24 | 29
CCCCn1c(=N)n(CC(O)COc2ccccc2)c2ccccc21 (stereo unspecified) | -54 | 58
COc1ccc(/C=N/Nc2ccccc2)cc1Cn1nc(C)c([N+](=O)[O-])c1C | 23 | 21

The list is partial; the hit share may differ from the screen's.
